# Autophagy HCS – modulators of autophagy. MEF GFP-LC3 puncta imaging; test concentration mostly 10 µM. calls only at 10 µM (by protocol). hit rate 0.98% among 190,000;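 active means percentage of spot-positive cells more than 3 SD above its plate mean, without a fluorescence outlier flag or 80% toxicity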;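 further: spot-positive cell cutoff set from DMSO-treated cells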
# P. falciparum M1AAP – P. falciparum M1AAP inhibitors, biochemical, fluorogenic H-Leu-NHMec substrate, 1536-well (AID 1445) | hit rate 0.42% among 220,000 | inhibition, % at 30 µM, or IC50 in µM where a hit was titrated | recombinant M1AAP, H-Leu-NHMec fluorogenic kinetic assay; higher % means a stronger effect;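 active means primary inhibition above the hit cutoff, then over 50% inhibition at one or more dose response concentrations, cut at about 23% in these data, passing the limit was not always enough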;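 further: plate controls were DMSO full reaction for no effect and no enzyme background for full effect; strong numbers were not always called active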
# ER stress rescue – rescue of cells from ER stress-induced death, primary screen, 384-well, CSM14.1, thapsigargin, ATP luminescence (AID 1222); CSM14.1 thapsigargin-induced death rescue, ATP luminescence; higher % means a stronger effect; one-dose cellular ATP content (survival), % at 20 µM; EC50 in µM for titrated hits; 190,000 tested, under 10 active;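 active means EC50 below 50 µM in the dose-response confirmation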;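 further: death triggered by thapsigargin at about 15 µM added after 2 h compound pretreatment; cell ATP read after overnight thapsigargin exposure of roughly 18 to 22 hours; normalized against plate controls of thapsigargin alone and 5% DMSO vehicle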
# Yfh1-off respiration – enhancers of respiration in Yfh1-depleted yeast, dose response, Friedreich's ataxia, plus single-dose screen (AID 1465); S. cerevisiae Yfh1-off respiration, WST-1 reduction, 72 h; higher fold induction means a stronger effect; hit rate 0.074% among 220,000; one-dose fold induction at 50 µM; EC50 in µM for titrated hits;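 active means fold induction of absorbance versus untreated yeast above a set limit, then at least 30% activation at any dose in follow-up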;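 further: activators that raise dye reduction in frataxin-depleted yeast; strong numbers were not always called active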
# M17LAP inhibition – P. falciparum M17LAP inhibitors, primary screen, biochemical, fluorogenic H-Leu-NHMec substrate, 1536-well (AID 1619); recombinant M17LAP, H-Leu-NHMec fluorogenic kinetic assay; higher % means a stronger effect; one-dose inhibition, % at 30 µM; IC50 in µM for titrated hits; hit rate 0.38% among 220,000;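 active means compound inhibiting the enzyme by more than half at any dose during confirmatory dose-response retesting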;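 further: plate controls were full reaction with DMSO carrier for no effect and no enzyme background for full effect; strong numbers were not always called active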
# MT stabilizer – microtubule stabilizers in HeLa cells | hit rate 0.83% among 200,000 | % tubulin-high responders, % at 10 µM | HeLa tubulin immunostaining HCS, 24 h; share of cells brighter than vehicle mean+2SD;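 active means plate Z-score above 3 for both tubulin-high and condensed-nucleus cell shares, with cell loss under 80%, at 10 µM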;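 further: anti alpha tubulin signal scored within the nucleus-defined area of each cell; some results filed as inactive read as strong as hits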
# Insulin prom up – MIN6 insulin promoter up-regulation. MIN6 insulin promoter-GFP reporter, high-content imaging; active compounds read high. z-score at 5 µM. hit rate 0.3% among 190,000. AID 1625;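 active means z-score above 3 at 5 µM with at least 500 cells counted in the well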
# Dynein cargo inh – blocks dynein driven cargo transport along microtubules. 3617.4 mouse cells, GR-EGFP nuclear translocation imaging; test concentration mostly 20 µM; stimulated with dexamethasone, 1 µM; active compounds read low. z-score, hits read low. hit rate 0.47% among 220,000. AID 1381;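 active means plate z-score of nuclear minus cytoplasmic receptor signal below a set negative limit, without overly bright fluorescence or cell loss, cut at about -3.5 in these data, passing the limit was not always enough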;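 further: z-score of nuclear minus cytoplasmic ring GR-EGFP intensity difference per well; some compounds called inactive have numbers as strong as hits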
#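 Also added – dexamethasone, 1.0 µM final · Buffer or medium – tet-free, stripped-serum medium · Schedule – induction 48 h, compound 1 h, agonist 30 min · Detection – formaldehyde fixation, Hoechst nuclear stain, 10x automated fluorescence imaging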
# Hep lipid drop – modulators of hepatic lipid droplet formation | AML12 mouse hepatocytes, oleate lipid droplets, BODIPY imaging | inhibition, % at 6.5 µM | hit rate 0.4% among 240,000 | AID 1656;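 active means lipid droplet intensity inhibited by at least 50%, with more than 500 cells counted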
#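 Assay system: AML12 hepatocytes (mouse); Probe or stimulus: oleic acid at 100 µM to induce lipid droplet formation; Dosing: compound at 6.5 µM only; Schedule: compound with oleate, overnight; Detection: fluorescence imaging, 20x objective, two fields per well; Measure: % inhibition of lipid droplet signal.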
# Dynein cargo inh cytoplasmic EGFP – further read-out of Dynein cargo inh, marked with its call; z-score; measured here: cytoplasmic GR-EGFP intensity; active compounds read high
# Dynein cargo inh nuclear GR-EGFP – further read-out of Dynein cargo inh, marked with its call; z-score; measured here: nuclear GR-EGFP intensity;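 lower value marks the stronger effect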
# Dynein cargo inh cell count – also measured in Dynein cargo inh; calls as there; z-score; measured here: cell count per field
# Insulin prom up cell count – also measured in Insulin prom up; calls as there; cell count; measured here: cytotoxicity, nuclei count;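 total cells summed across four imaged fields per well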
# Hep lipid drop cells 6.5 µM – also measured in Hep lipid drop; calls as there; cell count; measured here: cell count, cytotoxicity flag;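 cells counted across two imaged fields per well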
# MT stabilizer Hoechst-high % – also measured in MT stabilizer; calls as there; % Hoechst-high responders; measured here: nuclear condensation Hoechst responders;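 share of cells brighter than vehicle mean plus two SD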
# MT stabilizer cytotoxicity % – further read-out of MT stabilizer, marked with its call; toxicity, %; measured here: cytotoxicity by cell density;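 0% = mean cell density of plate MIN control wells and 100% = no cells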
# Autophagy HCS cell loss 18 h – also measured in Autophagy HCS; calls as there; toxicity, %; measured here: cell loss, nuclei count;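 cell loss after 18 h compound exposure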
# Numbers without * were called inactive; i = inactive; nt = no result given.
SMILES,Autophagy HCS,Autophagy HCS cell loss 18 h,P. falciparum M1AAP,ER stress rescue,Yfh1-off respiration,M17LAP inhibition,MT stabilizer,MT stabilizer Hoechst-high %,MT stabilizer cytotoxicity %,Insulin prom up,Insulin prom up cell count,Dynein cargo inh,Dynein cargo inh cytoplasmic EGFP,Dynein cargo inh nuclear GR-EGFP,Dynein cargo inh cell count,Hep lipid drop,Hep lipid drop cells 6.5 µM
COc1cc(OC)cc(C(=O)N[C@H](C(=O)NCc2cccs2)C(C)C)c1,i,9.6,-4.1%,-0.9%,i,6.3%,7.4,2.2,8.5,0.09,1498,-0.105,-0.216,0.63,-0.415,-0.4,713
O=C(COc1ncnc2scc(-c3ccccc3)c12)NC1CCCc2ccccc21 (centres undefined),i,9.7,6.5%,-2.4%,i,2.9%,2.8,3.4,9.0,0.19,1341,-0.829,-0.326,-0.733,0.855,-15.2,728
Cc1nn(-c2ccccc2)c(OC(=O)c2cccs2)c1S(=O)(=O)c1ccccc1,i,12.1,6.1%,-1.3%,i,19.1%,2.1,1.1,5.4,-0.63,1755,-2.29,-0.205,-1.14,1.13,nt,nt
O=C(Nc1ccc2nc(-c3cccs3)c(-c3cccs3)nc2c1)NC1CC1,i,-9.8,6.0%,0.1%,i,-0.9%,1.8,2.3,8.7,0.1,948,-0.0821,0.0215,-0.123,-0.0658,8.4,770
Cc1ccc(-n2c(C)cc(C(=S)N3CCOCC3)c2C)cc1C,i,-24.4,3.2%,1.2%,i,-2.9%,2.4,1.7,3.5,nt,nt,0.464,-0.197,-0.109,-0.274,nt,nt
COc1ccc(Cc2noc(CN3CCCN(C4Cc5ccccc5C4)CC3)n2)cc1OC,i,9.8,5.3%,-0.5%,i,1.8%,2.4,2.5,8.2,-1.2,1332,-0.956,-0.252,-0.35,0.729,-1.6,731
N#C/C(=C(/O)COC(=O)CSc1ccc2ccccc2c1)c1nc2ccccc2[nH]1,i,3.5,-1.3%,2.1%,i,3.9%,2.3,2.2,1.6,0,1501,-0.279,-0.271,-0.283,0.406,-16.5,624
Cc1ccc(NC(=O)COC(=O)c2cc(Cl)ccc2Cl)c(Br)c1,i,-6.4,2.7%,-2.5%,i,-12.1%,3.6,2.5,2.8,0.03,1299,0.323,-0.26,0.203,0.494,-2.7,677
CC(O)c1cccc(NC(=O)CCCc2ccccc2)c1 (centres undefined),i,-1.7,3.0%,-1.2%,i,0.8%,1.2,0.5,0.6,nt,nt,0.842,-0.315,0.224,0.313,-1.1,704
CCN(CC)c1ccc(/C=N/OCC(=O)Nc2cccc(C)c2)cc1,i,-0.5,15.2%,-1.2%,i,3.4%,7.1,2.4,8.6,1.29,2383,0.116,-0.214,0.0932,-0.303,-41.2,581
CCOC(=O)N1CCN(C(=O)CNC(=O)Cn2cnc3ccccc3c2=O)CC1,i,-0.9,3.6%,-0.7%,i,12.0%,3.7,1.6,6.3,0.09,1080,-0.872,0.114,-0.434,0.343,-8.9,711
CCN(CC)S(=O)(=O)c1ccc(O)c(C(=O)OCC(=O)N2c3ccccc3CC2C)c1 (centres undefined),nt,nt,-1.3%,nt,i,-1.6%,nt,nt,nt,-0.02,1074,1.89,-0.16,2.29,-2.29,-17.9,675
O=C(Nc1cc(C(F)(F)F)ccc1Cl)c1ccc(NC(=O)C(F)(F)F)cc1,i,-1.8,2.8%,2.4%,i,12.5%,2.9,2.1,5.6,-0.61,1421,0.0411,-0.185,-0.298,0.0369,14.2,621
COC(=O)c1c(-c2cccnc2)csc1NC(=O)c1cc(C)on1,i,5.9,4.0%,-1.4%,i,1.8%,2.1,1.5,5.8,-0.02,1726,-0.474,-0.23,-0.366,0.827,-0.8,690
O=C(CNC(=O)c1ccc(S(=O)(=O)N2CCCC2)cc1)N/N=C/c1ccccc1Cl,i,7.1,-0.9%,-4.0%,i,11.1%,5.9,3.0,4.1,-0.36,1255,1.82,0.149,0.696,-0.95,13.2,486
CCN(CCNC(=O)C1CCC(=O)N1Cc1ccc(C)cc1)c1ccccc1 (centres undefined),i,0.3,-7.2%,0.7%,i,-3.5%,2.9,3.9,7.2,-0.42,1039,1.22,-0.265,0.618,-0.42,-43.6,758
CC1(C)Cc2ccccc2C(=NCCCCCC(=O)O)N1,i,5.0,-4.7%,-0.1%,i,-3.8%,3.8,2.2,4.3,0.08,1203,0.197,-0.126,0.696,-2.28,1.1,721
CC(=O)Nc1ccc(C(=O)N2CCN(C(=O)c3ccco3)CC2)cc1,i,-0.7,-2.5%,-2.5%,i,1.3%,2.6,1.6,9.0,0.15,1278,1.09,-0.238,0.464,-0.236,4.7,798
CSc1nnc(-c2ccccc2N=Cc2c(C)[nH]n(-c3ccc4ccccc4c3)c2=O)c(=O)[nH]1,i,0.5,31.9µM*,-2.3%,i,-0.9%,2.5,1.6,9.1,0.14,1466,-0.035,-0.186,0.119,1.18,nt,nt
COc1ccc([N+](=O)[O-])cc1N(CC(=O)NCc1ccco1)S(C)(=O)=O,i,16.3,3.0%,0.2%,i,-1.0%,5.2,3.1,9.6,0.01,1534,1.78,-0.25,1.15,-0.613,-2.4,683
CC1(CC(=O)O)C(=O)N=C2C=CC=CN21 (centres undefined),i,-7.5,6.2%,1.7%,i,12.7%,3.5,2.3,3.3,nt,nt,1.5,-0.24,0.75,0.0385,-9.4,747
CCCn1c2ccccc2c2nnc(SC(CC)C(=O)Nc3sc4c(c3C#N)CCCC4)nc21 (centres undefined),i,22.3,-1.5%,1.4%,i,11.7%,4.0,2.7,4.6,-0.12,739,2.25,-0.0612,1.83,-2.13,5.3,739
CN(C)c1ccnc(Oc2ccc(F)cc2)c1C#N,i,1.0,-0.6%,-1.9%,i,-1.2%,1.7,1.4,2.6,0.09,1550,-0.363,-0.228,-0.503,0.588,nt,nt
COc1ccc(-n2nc(C(=O)O)c3ccccc3c2=O)c(OC)c1,i,-9.2,4.8%,5.5%,i,8.3%,3.1,2.1,11.9,0.32,1267,-0.578,-0.195,0.143,0.43,-2.2,755
Cc1cccc(C)c1N1CCN(S(=O)(=O)c2ccccc2)CC1,i,36.2,0.3%,0.9%,i,-1.1%,2.1,1.4,2.3,0.78,1691,-0.452,-0.241,-0.103,0.0925,13.1,651

# Following part:
SMILES,Autophagy HCS,Autophagy HCS cell loss 18 h,P. falciparum M1AAP,ER stress rescue,Yfh1-off respiration,M17LAP inhibition,MT stabilizer,MT stabilizer Hoechst-high %,MT stabilizer cytotoxicity %,Insulin prom up,Insulin prom up cell count,Dynein cargo inh,Dynein cargo inh cytoplasmic EGFP,Dynein cargo inh nuclear GR-EGFP,Dynein cargo inh cell count,Hep lipid drop,Hep lipid drop cells 6.5 µM
CCC(C)n1cnc2c(c1=O)c1nc3ccccc3nc1n2Cc1ccccc1OC (centres undefined),i,1.5,4.7%,0.1%,i,-0.2%,1.5,1.4,7.4,nt,nt,-0.254,-0.191,-0.122,0.362,nt,nt
COC(=O)CSc1nc(NC#N)nc(NC(C)C)n1,i,-1.0,-0.1%,-0.3%,i,9.4%,3.5,2.1,8.4,0.63,1802,-0.512,-0.215,-0.981,0.841,nt,nt
Cc1ccc(NC(=O)c2cc(N(C)C)ccc2[P+](=O)O)cc1,i,16.7,-0.2%,-1.9%,i,1.2%,5.8,2.3,7.2,1.01,1333,1.36,-0.267,0.735,-0.204,nt,nt
O=C(O)CCN(CCC(=O)O)S(=O)(=O)c1ccccc1,i,-11.8,-6.7%,-1.1%,i,-11.2%,1.1,2.5,7.5,1.35,1600,-0.738,-0.154,-0.323,0.692,nt,nt
Cc1csc(NC(=O)c2cncc(Br)c2)n1,i,-13.7,-0.7%,-1.8%,i,-13.2%,1.4,3.5,12.8,-0.25,1252,1.42,0.0735,1.21,-2.05,-6.5,666
Cn1cc(CC(=O)NCCCN2CCCC2=O)c2ccccc21,i,-0.5,4.9%,-0.7%,i,-2.4%,6.7,3.4,9.4,-1.26,926,-0.566,-0.282,-0.293,0.562,nt,nt
O=C(O)COc1cccc(NC(=O)C2CCCO2)c1 (centres undefined),i,-5.2,2.8%,-3.9%,i,5.8%,3.5,1.4,10.5,0.3,1272,0.792,-0.237,0.327,0.273,4.1,705
COc1ccc(C(=O)Nc2ccc(C(=O)Nc3nccs3)cc2)cc1[N+](=O)[O-],i,7.1,19.2%,5.0%,i,4.5%,7.2,2.0,1.3,0.23,1557,-0.438,-0.313,-0.266,0.659,5.7,644
CC(C)(C)C(=O)Nc1ccc(C(=O)N/N=C/c2ccccc2OC(=O)c2ccc(Cl)cc2)cc1,i,10.5,100.7%,-1.3%,i,6.1%,2.5,2.0,11.1,0.04,1169,-0.584,-0.339,-0.56,1.04,-3.7,537
COC(=O)c1[nH]c2cccc(OC)c2c1NC(=O)CCN1CCC(C(N)=O)CC1,i,11.2,6.9%,-2.1%,i,3.9%,4.9,1.1,2.0,0.94,1142,-1.31,-0.225,-0.941,0.446,nt,nt
COc1cc2[nH]c(Cl)c([N+](=O)[O-])c2cc1OC,nt,nt,6.5%,nt,i,26.3%,nt,nt,nt,0,1043,0.461,-0.801,-0.0955,-0.224,4.3,684
O=C(O)CCc1ccc(S(=O)(=O)NCCc2ccccc2)cc1,i,2.6,-2.7%,3.1%,i,-13.4%,3.7,2.2,6.5,1.27,1522,0.25,-0.452,0.238,-0.24,nt,nt
Cc1ccc[n+](CC(=O)Nc2cccc([N+](=O)[O-])c2)c1,i,-9.8,6.7%,-0.8%,i,2.9%,2.7,1.6,8.4,0.18,1405,0.838,0.285,0.509,-0.196,0.9,621

# Screening results deposited in PubChem BioAssay by several laboratories.
